# High-throughput results (PubChem)
# UDG counterscr: blocks uracil-DNA glycosylase in AID counter-screen. Potency, µM (highest dose often 115 µM), for the others: top-dose activity change, negative = inhibition, actives largely listed as inhibitors. 91,000 tested, 0.14% active. FRET deamination/UDG coupled assay, UDG read, 4 h. AID 1347430; further: nearly all actives have a fitted effect of over 65% in size
# AID inh: blocks human AID cytidine deaminase activity. Q9GZX7. AID deamination FRET fluorescence, UDG-coupled, 4 h. Potency, µM (doses to about 115 µM), without a hit: at the highest dose activity change, negative = inhibition, usual class: inhibitors. 91,000 tested, 0.32% active. AID 1347428; further: nearly all actives have a fitted effect of over 25% in size
# Target sequence (Q9GZX7 whole entry, looked up): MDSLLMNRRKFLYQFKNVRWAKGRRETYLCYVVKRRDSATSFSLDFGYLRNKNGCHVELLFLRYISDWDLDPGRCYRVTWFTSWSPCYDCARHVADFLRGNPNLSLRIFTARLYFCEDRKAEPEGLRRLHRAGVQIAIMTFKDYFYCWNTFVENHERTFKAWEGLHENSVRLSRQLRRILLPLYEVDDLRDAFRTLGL
# The depositor's hits bear a star; ? = inconclusive; & = joins results of further samples; [ ] = dose if it differs, or a comment. The call rests on the fitted dose curve; in most records, active means well fitted curve in the direction sought with a large enough effect; inconclusive means small, poorly fitted or top-dose-only effect, or another doubt; inactive means no such curve, though single readings can be large; an effect the other way counts as inactive or inconclusive. On the % scale 0 is the no-effect control and ±100 the full control effect; potency means the concentration at half of the fitted maximal effect. The list is partial; the hit share may differ from the screen's.
Compound,UDG counterscr,AID inh
CCCCn1c(=O)n(CC(=O)Nc2cccc(C(C)=O)c2)c(=O)c2c1ncn2Cc1ccco1,-1%,-8%
CCOc1ccc(-n2c(=O)c3c4c(sc3n(Cc3cccc(Cl)c3)c2=O)CCCC4)cc1,25%,19%
CCc1ccccc1NC(=O)C(=O)NCCc1sc(-c2cccc(C)c2)nc1C,6%,11%
COc1ccc(-n2nc3c(N4CCC(C(=O)NCCc5ccccc5)CC4)nnc(C)c3c2C)cc1,-1%,-12%
CC(OC(=O)c1cc2ccccc2o1)C(=O)NC1(C#N)CCCCC1 (stereo not given),1%,-1%
Cc1ccc(NC(=O)c2cn(-c3ccccc3)nc2-c2ccccc2)cc1,1%,5%
COc1ccc(-c2nc3cccc(C)n3c2Nc2ccc3c(c2)OCCO3)cc1,4%,-12%
Cc1ccc(CN(C)C(=O)CSc2nc3ccccc3o2)c(C)c1,4%,-17%
Cc1nn(C)c(C)c1CNCc1ccc(N2CCOCC2)nc1,1%,4%
Nc1ccccc1C(=O)NCCc1c[nH]c2ccccc12,-10%,-1%
Cc1ccc(-c2cn3ccc(C)cc3n2)cc1,-5%,-25%
Cn1nc(C(=O)OCc2nc(-c3ccccc3)no2)c2ccccc21,-3%,-21%
COC(=O)c1ccc(NC(=O)n2ncc3c(C)cccc32)cc1,3%,-5%
N#Cc1ncn(Cc2coc(-c3ccc(Cl)cc3)n2)n1,2%,-12%
Cc1cccc(N(C)c2nc3ccc(C(=O)c4ccccc4)cc3n3c(C)nnc23)c1,-10%,10%
CCN(CC)c1ccc(NC(=O)CN2C(=O)c3cccnc3Sc3ccccc32)c(C)c1,7%,10%
O=C(NCc1ccccn1)c1cccc(Cl)c1,3%,4%
COc1ccc(Oc2nc(-c3cccnc3)nc3ccccc23)cc1,-2%,1%
CCOc1ccc(C(CC(=O)O)N2Cc3ccccc3C2=O)cc1OC (stereo not given),1%,7%
CCN1CCCC1CNC(=O)C(=O)Nc1cccc2[nH]ccc12 (stereo not given),-3%,-9%
CC1=CC(C)(C)N(S(=O)(=O)c2ccc(Cl)cc2)c2cc(C)ccc21,-15%,-10%
CC(C)(C)NC(=O)Cc1csc(-c2cccs2)n1,0%,78%[activator]
O=C(O)c1cccc(COc2ccc(Cl)cc2Cl)c1,2%,-4%
CC(C)C(NC(=O)c1cnn(C)c1)c1ccc(F)cc1 (stereo not given),4%,1%
N#CC1=C(N)OC2=C(C(=O)CC(c3ccccc3)C2)C1c1ccc(Br)cc1 (stereo not given),-9%,-9%
O=C(Nc1ccc2nc(SCCOc3ccccc3Cl)sc2c1)c1cccs1,-15%,?
CCCn1c(=O)c2ccccc2n(CC(=O)N(CC)c2cccc(C)c2)c1=O,-9%,-1%
O=C(O)c1cc(Cl)ccc1I,-3%,-14%
COc1ccc(-c2nc(Cn3c(SCc4ccc(F)cc4)nc4cccnc43)c(C)o2)cc1,-22%[57.5 µM],?
C=C(C)Cn1c(SCC(=O)c2ccccc2)nc2c1c(=O)[nH]c(=O)n2C,7%,-2%
CC(C)(C)C(=O)/C(C#N)=C\c1cn[nH]c1-c1ccccc1,8%,1%
CCc1nnc(NC(=O)CSc2nc3c([nH]c4ccccc43)c(=O)n2-c2ccc(Cl)cc2)s1,0%,9%
Brc1n[nH]c(Br)n1,-6%,-6%
COc1ccc(C2C=C(c3ccccc3)Nc3nc(NC(=O)/C=C/c4ccccc4OC)nn32)cc1 (stereo not given),-8%,-4%
O=C(CSc1cn(CC(=O)N2CCOCC2)c2ccccc12)Nc1ccccc1,-11%&11%,-1%&41%
O=c1c2sc3ccccc3c2n(Cc2cccc(F)c2)c(=O)n1CCc1ccccc1,-10%,-19%
Cc1cc(=O)n(Cc2ccc(Br)cc2F)c2c1c(C)nn2-c1ccccc1,53%[activator],0%
O=C(CCc1c[nH]c2ccccc12)OCC(=O)c1ccccc1,11%,8%
CC(C)OC(=O)/C(C#N)=C\c1ccc(O)c(Br)c1,5%,-10%
CCN(CC(=O)NC(=O)NC1CC1)C(C)c1ccc(C#N)cc1 (stereo not given),3%,-3%
CC1CCCN(C(=O)CSc2nnc(-c3cccs3)n2N)C1 (stereo not given),12%,-9%
Cc1cc(C)c(S(=O)(=O)NCCC(=O)Nc2nccs2)c(C)c1,6%,-2%
COc1ccc(Nc2ncc3c(n2)CCN(Cc2sccc2C)C3)c(OC)c1,0%,-30%
Cc1cc2c(cc1S(=O)(=O)Nc1cccc(C(F)(F)F)c1)OCCN2C,4%,4%
O=C(CCNC(=O)C1CCCC1)NCCc1ccsc1,-3%,-1%
CCN(Cc1ccccc1)C(=O)Cn1c(=O)n(-c2cccc(C)c2)c(=O)c2c1c1cc(C)ccc1n2C,2%,3%
Cc1nc(-c2ccc(C)c(S(=O)(=O)N3CCC(C(=O)NCc4ccc(Cl)cc4)CC3)c2)no1,0%,-8%
COc1cc(NC(=O)NC(C)c2c(-n3cccc3)sc3c2CCN(C)C3)cc(OC)c1 (stereo not given),-6%,2%
Cc1cccc(N2CCN(C(=O)Nc3ccc(F)cc3)CC2C)c1 (stereo not given),-4%[57.5 µM],-5%
Cc1ccoc1C(=O)NCc1ccc(COCC(F)(F)F)cc1,-3%,-2%
COc1ccc(N2C(=O)CSC23C(=O)N(C)c2ccccc23)cc1Cl (stereo not given),-10%,13%
COc1ccc(-n2c(SCC(=O)NCc3ccc(Cl)cc3)nc3ccsc3c2=O)cc1,-9%,22%
CC(C)C(=O)NCCNC(=O)C1CC=CCC1 (stereo not given),3%,14%
O=C(c1occc1-c1ccccc1)N1CCN(S(=O)(=O)c2c(F)cccc2F)CC1,-13%,-16%
CCc1ccc(-c2nn(CC(=O)NC3CCCC3)c3c2cnc2ccc(F)cc23)cc1,16%,14%
COc1ccc(-c2nc3c(c(SC(C)C(=O)Nc4ccccc4OC)n2)COC(C)(C)C3)cc1 (stereo not given),-22%,-13%
CC(CCc1ccccc1)NC(=O)C1(CC(=O)NC(C)(C)C)CCCC1 (stereo not given),-2%,-9%
COc1ccc(NC(=O)COC(=O)c2ccc(C)s2)cc1OC,-7%,0%
CN(CCO)C(=O)c1cc(-c2ccc(Cl)cc2)nc2ccccc12,-6%,-13%
Cc1cccc(-n2c(-c3ccco3)nc3c(cnn3-c3ccccc3C)c2=O)c1,-9%,48%[activator]

# Continuation.
# Below each compound: UDG counterscr, AID inh
Cc1ccc(-n2cc(C(=O)N3CCC(NC(=O)OC(C)(C)C)CC3)nn2)cc1C
  6%, 1%
Cc1cccc(C(=O)NCC(O)c2ccccc2)c1 (stereo not given)
  -7%, -10%
O=C(O)COc1c(Br)cc(/C=C2/NC(=O)NC2=O)cc1Br
  3%, 0%
CCCC(C(=O)NCc1cccc(Cl)c1)N1Cc2ccccc2C1=O (stereo not given)
  -15%, -27%
COc1ccc(N/C=C/C(=O)c2ccc(Br)cc2)cc1
  -6%, -3%
Cc1cccc(C)c1Nc1c(-c2ccccn2)nc2ccc(Cl)cn12
  -7%[57.5 µM], -3%
CCCN1CCN(C(=O)Cn2ncc3c4ccccc4n(Cc4cccc(Cl)c4)c3c2=O)CC1
  -11%, -25%
Cc1cccc(C(=O)NCC(c2ccc3c(c2)OCO3)N2CCOCC2)c1 (stereo not given)
  11%, -4%
Cc1nn(-c2ccc(N3CCOCC3)nn2)c(C)c1CCC(=O)NCc1ccc(F)cc1
  -2%, 11%
O=C(COC(=O)c1ccc(Cl)cc1)c1ccc([N+](=O)[O-])cc1
  -9%, 0%
CN(C)c1cc2c(cc1NC(=O)c1cccs1)n(C)c(=O)c(=O)n2C
  10%, -1%
CCOC(=O)c1ccc2ncc(C(=O)OCC)c(NCCCO)c2c1
  -2%, -2%
COc1ccc(NS(=O)(=O)c2cccc(NC(=O)Cc3n[nH]c(=O)c4ccccc34)c2)cc1
  -3%, -5%
CCc1ccccc1NC(=O)CCC(=O)N1CC(C)Oc2ccc(C)cc21 (stereo not given)
  5%, 8%
Cn1cc(S(=O)(=O)N2CCCCCC2)cc1C(=O)Nc1ccc(Cl)c(C(F)(F)F)c1
  -2%, 14%
Cc1ccc(C(=O)CSc2nc3ccccc3o2)c(C)c1
  2%, 7%
O=C(NCCc1ccc(Cl)cc1)c1ccc2c(c1)N(Cc1ccc(F)cc1Cl)C(=O)CS2
  -2%, 2%
CC(C)=CC1C(C(=O)Nc2cccc(OC(F)F)c2C)C1(C)C (stereo not given)
  -3%, -2%
Cc1cc(C)c(C)c(S(=O)(=O)N2CCN(C(=O)CCc3ncc(-c4ccc(F)cc4)o3)CC2)c1C
  -9%, -17%
CCN1c2ccccc2-c2nc(SCC(=O)Nc3c(C)cc(C)cc3C)ncc2S1(=O)=O
  9%, 80%[activator]
COc1ccc(-c2nnc3sc(-c4cc(C(C)(C)C)nn4C)nn23)cc1OC
  10%, 2%
Cc1cc(C)c(NC(=O)c2cc(=O)c3ccccc3o2)c(Cl)c1
  -4%, -8%
CNC(=O)C(C)Sc1nc(-c2ccccc2)c(-c2ccccc2)o1 (stereo not given)
  3%, -8%
Cc1cccc(OC(=O)c2cc(-c3ccc4c(c3)OCCO4)on2)c1C
  7%, 10%
O=C(CCC1N=C2c3ccccc3N=C(SCc3ccccc3F)N2C1=O)NC1CCCCC1 (stereo not given)
  -20%, 6%
COc1cccc(/C=C/C(=O)c2cc(C)ccc2C)c1OC
  -3%, -23%
COc1ccc(OC)c(NC(=O)c2noc3c2CCCC3)c1
  -6%, 4%
COc1ccc(CCNC(=O)c2ccc3c(c2)N(Cc2ccc(Cl)cc2)CCS3)c(OC)c1
  14%, -23%
O=c1oc2ccc3ccccc3c2cc1-c1nnc(Nc2ccccc2)s1
  3%[57.5 µM], 14%
CCc1cccc(N2C(=O)CS(=O)(=O)C23C(=O)N(Cc2ccccc2)c2ccc(C)cc23)c1 (stereo not given)
  -3%, 2%
Cc1ccc(CSc2nc3cccnc3n2Cc2ccc(C(=O)NC3CCCCC3)cc2)cc1
  2%[57.5 µM], 19%
CCOC(=O)c1ccc(Oc2coc3cc(O)ccc3c2=O)cc1
  2%, 0%
CCN(CC)Cc1ccc(CNC(=O)c2occc2C)cc1
  -9%, -14%
Cc1cc2oc(C(=O)Nc3sc4c(c3C(=O)NCc3ccccc3)CCCC4)cc(=O)c2cc1C
  -1%, 21%
C/C=C/Oc1ccc(C(=O)/C(=C\c2ccncc2)c2nc3ccccc3o2)cc1
  -14%, -11%
O=C(Nc1ccc2oc(-c3ccc(Cl)cc3)nc2c1)c1ccc2ccccc2c1
  8%[57.5 µM], 38%[activator][57.5 µM]
CC(C)NC(=O)c1ccc(Cn2cnc3ccccc3c2=O)cc1
  1%, -8%
CCOc1ccc(S(=O)(=O)NCC(=O)O)cc1
  -6%, -6%
CN1CCN(c2nc3ccccc3nc2C(C#N)C(=O)NCc2ccccc2)CC1 (stereo not given)
  -1%, -15%
Cc1ccccc1-c1ccnc2[nH]n(-c3ccccc3)c(=O)c12
  -2%, -3%

# In a second layout: two of the compounds above
CCN(CC)Cc1ccc(CNC(=O)c2occc2C)cc1
  UDG counterscr: -9% | AID inh: -14%
COc1ccc(N/C=C/C(=O)c2ccc(Br)cc2)cc1
  UDG counterscr: -6% | AID inh: -3%

# Remaining list, next part.
# Below each compound: UDG counterscr, AID inh
CN(Cc1ccccc1)C(=O)c1cc(-c2ccccn2)nc2ccccc12
  -5%, 3%
CC1(C)C2CC=C(/C=N/NC(=S)Nc3ccc(SC(F)F)cc3)C1C2 (stereo not given)
  -6%, -8%
CCOC(=O)Cc1ccc(NC(=O)N2CCC(CN3CCCCCC3)CC2)cc1
  -3%, 10%
Cn1c2ccccc2c2nnc(SCc3ccc(F)cc3Cl)nc21
  7%, 9%
CC(CN1CCOCC1)OC(=O)c1cccc(F)c1 (stereo not given)
  35%[activator], -1%
O=[N+]([O-])c1ccc(Oc2cccc(C(F)(F)F)c2)c2ccncc12
  -2%, 7%

# 17 structures out of the list, sorted by molar mass, rising:
# Below each compound: UDG counterscr, AID inh
CCOc1ccc(S(=O)(=O)NCC(=O)O)cc1
  -6%, -6%
CC(CN1CCOCC1)OC(=O)c1cccc(F)c1 (stereo not given)
  35%[activator], -1%
CCN(CC)Cc1ccc(CNC(=O)c2occc2C)cc1
  -9%, -14%
Cc1ccccc1-c1ccnc2[nH]n(-c3ccccc3)c(=O)c12
  -2%, -3%
CC(C)NC(=O)c1ccc(Cn2cnc3ccccc3c2=O)cc1
  1%, -8%
CCOC(=O)c1ccc(Oc2coc3cc(O)ccc3c2=O)cc1
  2%, 0%
O=[N+]([O-])c1ccc(Oc2cccc(C(F)(F)F)c2)c2ccncc12
  -2%, 7%
CN(Cc1ccccc1)C(=O)c1cc(-c2ccccn2)nc2ccccc12
  -5%, 3%
Cn1c2ccccc2c2nnc(SCc3ccc(F)cc3Cl)nc21
  7%, 9%
O=c1oc2ccc3ccccc3c2cc1-c1nnc(Nc2ccccc2)s1
  3%[57.5 µM], 14%
CC1(C)C2CC=C(/C=N/NC(=S)Nc3ccc(SC(F)F)cc3)C1C2 (stereo not given)
  -6%, -8%
O=C(Nc1ccc2oc(-c3ccc(Cl)cc3)nc2c1)c1ccc2ccccc2c1
  8%[57.5 µM], 38%[activator][57.5 µM]
CN1CCN(c2nc3ccccc3nc2C(C#N)C(=O)NCc2ccccc2)CC1 (stereo not given)
  -1%, -15%
CCOC(=O)Cc1ccc(NC(=O)N2CCC(CN3CCCCCC3)CC2)cc1
  -3%, 10%
CCc1cccc(N2C(=O)CS(=O)(=O)C23C(=O)N(Cc2ccccc2)c2ccc(C)cc23)c1 (stereo not given)
  -3%, 2%
Cc1ccc(CSc2nc3cccnc3n2Cc2ccc(C(=O)NC3CCCCC3)cc2)cc1
  2%[57.5 µM], 19%
Cc1cc2oc(C(=O)Nc3sc4c(c3C(=O)NCc3ccccc3)CCCC4)cc(=O)c2cc1C
  -1%, 21%
